High-throughput results deposited in PubChem BioAssay by National Center for Advancing Translational Sciences (NCATS).
aSyn yeast inh: inhibitors of alpha-synuclein toxicity in yeast; Yeast expressing alpha-synuclein, growth rescue, BacTiter-Glo, 24 h; Potency, µM (doses to about 46.1 µM), for the others: at the highest dose growth rescue (activation), hits mostly activators; 370,000 tested, 0.14% active; also: potency is read from the fitted curve at half-maximal effect; % of control where 0% means no effect; nearly all actives have a fitted effect of over 65% in size
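Readout is rescue of growth in alpha-synuclein-expressing yeast, so inhibitors of toxicity appear as activators. Growth after 24 hr at 30 deg C in galactose medium is quantified by luminescence.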
FUS yeast rescue: rescues growth of FUS-expressing yeast; S. cerevisiae FUS-expressing, growth rescue, OD600, 24 h; Potency, µM (series often up to 76.6 µM), inactives show at the highest dose growth rescue (activation), usual class: activators; 390,000 tested, 0.24% active; AID 1347120;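 also: potency is read from the fitted curve at half-maximal effect; plate controls were DMSO vehicle for no effect and reference control for full effect; nearly all actives have a fitted effect of over 55% in size; some results filed as inactive show a strong effect at the top dose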
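Compound concentration series was pinned onto galactose-induced FUS-expressing yeast seeded at OD 0.005. Plates sat 24hr at 30C; absorbance at 600 nm gave growth. DMSO served as background control.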
WRN helicase inh: inhibitors of human WRN helicase; Q14191; WRN helicase unwinding, fluorescent forked duplex, kinetic; Potency, µM (titrated, usually from 114 µM), inactives show top-dose activity change, negative = inhibition, usual class: inhibitors; 360,000 tested, 0.46% active; AID 651768; also: potency is read from the fitted curve at half-maximal effect; % is scaled to controls: 0 for no effect and ±100 for the full control effect; nearly all actives have a fitted effect of over 55% in size
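Kinetic red-fluorescence monitoring (525/598 nm) tracks WRN helicase activity after 100 nM fluorophore-quencher forked duplex and 2 mM ATP are added to 20 nM enzyme pretreated 15 min at room temperature with compound.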
PLK1 PBD inh: PLK1 (human) polo-box domain binding inhibition. Plk1 PBD binding of FITC phosphopeptide, fluorescence polarization. Potency, µM, for the others: max response, negative = inhibition, usual class: inhibitors. 360,000 tested, 2.8% active; also: potency is read from the fitted curve at half-maximal effect; series mostly up to about 57 µM; % is scaled to controls: 0 for no effect and ±100 for the full control effect; nearly all actives have a fitted effect of over 65% in size
Target sequence (P53350 whole entry, looked up, the tested form may be a part): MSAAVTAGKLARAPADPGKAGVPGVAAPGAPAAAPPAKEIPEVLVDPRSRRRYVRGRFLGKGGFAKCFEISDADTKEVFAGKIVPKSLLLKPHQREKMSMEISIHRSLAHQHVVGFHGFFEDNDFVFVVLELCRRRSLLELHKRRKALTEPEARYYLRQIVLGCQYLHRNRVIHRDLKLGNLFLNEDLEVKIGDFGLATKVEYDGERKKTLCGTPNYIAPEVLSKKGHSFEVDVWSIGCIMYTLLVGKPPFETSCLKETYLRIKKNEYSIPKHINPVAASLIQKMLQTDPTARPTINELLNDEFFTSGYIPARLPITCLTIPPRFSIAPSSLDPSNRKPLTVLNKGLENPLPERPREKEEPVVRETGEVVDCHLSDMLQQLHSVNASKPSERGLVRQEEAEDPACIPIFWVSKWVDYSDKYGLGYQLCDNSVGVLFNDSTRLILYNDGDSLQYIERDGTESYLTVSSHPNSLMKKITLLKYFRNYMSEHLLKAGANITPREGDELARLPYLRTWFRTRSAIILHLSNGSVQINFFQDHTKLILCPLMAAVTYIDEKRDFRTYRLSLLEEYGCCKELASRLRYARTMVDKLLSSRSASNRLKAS
EPAC1 ag: activates human EPAC1 exchange factor | O95398 | EPAC1 agonist qHTS, biochemical assay; response scale: 100% = response to 6.5 mM cAMP | Potency, µM (titrated, usually from 154 µM), for the others: top-dose activation, actives largely listed as activators | 360,000 tested, 0.073% active; also: potency is read from the fitted curve at half-maximal effect; nearly all actives have a fitted effect of over 60% in size
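Nucleotide exchange assay: 100 nM EPAC1 with 250 nM Rap1B loaded with BODIPY-GDP and 50 uM GDP, room temperature. Fluorescence (480/540 nm) read every 5 min for 30 min; signal change normalized to 6.5 mM cAMP as full agonist.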
EPAC1 antagonist: antagonists of human EPAC1 | O95398 | EPAC1 GEF assay, Rap1b-BODIPY-GDP exchange fluorescence | Potency, µM (doses to about 115 µM), for inactives: top-dose activity change, negative = inhibition, usual class: inhibitors | 360,000 tested, 0.14% active;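 also: potency is read from the fitted curve at half-maximal effect; plate controls were vehicle for no effect and positive control for full effect; nearly all actives have a fitted effect of over 50% in size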
Abeta yeast res: A-beta toxicity reversal in yeast | 410,000 tested, 0.063% active | yeast expressing A-beta42, growth rescue, OD600, 48 h; response scale: 0% DMSO, 100% iron-clioquinol control | Potency, µM (top dose mostly 46.1 µM), without a hit: at the top dose growth rescue, actives largely listed as activators; also: potency is read from the fitted curve at half-maximal effect; nearly all actives have a fitted effect of over 55% in size
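Yeast growth medium received pinned compounds, then yeast cells expressing toxic A-beta were added; plates incubated at 30 C for 48 hr. Growth read as absorbance at 600 nm, normalized to DMSO and equimolar FeCl3 plus clioquinol controls.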
PI5P4Ka inh: blocks human PI5P4K alpha kinase activity; P48426; max response, %; PI5P4Kalpha enzyme, ADP-Glo luminescence, 60 min; active compounds read low; 330,000 tested, 1.2% active; active = max response of -50% or lower; inconclusive = between -30% and -50%; inactive = -30% or higher; also: value at the top dose of about 77 µM; % is scaled to controls: 0 for no effect and ±100 for the full control effect
Target sequence (P48426 whole entry, looked up): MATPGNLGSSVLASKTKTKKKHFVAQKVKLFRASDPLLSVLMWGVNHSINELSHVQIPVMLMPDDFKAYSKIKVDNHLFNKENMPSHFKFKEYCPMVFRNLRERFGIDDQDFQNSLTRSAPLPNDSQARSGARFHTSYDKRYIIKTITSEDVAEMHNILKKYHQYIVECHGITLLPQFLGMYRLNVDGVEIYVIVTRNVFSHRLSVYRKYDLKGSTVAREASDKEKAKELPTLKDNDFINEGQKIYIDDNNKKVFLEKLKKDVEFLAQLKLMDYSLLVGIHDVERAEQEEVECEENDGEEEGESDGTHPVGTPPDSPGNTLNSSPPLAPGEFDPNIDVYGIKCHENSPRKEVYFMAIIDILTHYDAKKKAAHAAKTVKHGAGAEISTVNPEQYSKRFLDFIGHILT
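Quantitative HTS of the MLSMR library against PI5P4Kalpha with substrate. ATP added last at 5 microM final; room temperature, 60 minutes. Remaining ATP depleted, ADP converted and read as luminescence.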
IL2 activator: IL-2 activation; IL-2 activation reporter assay, cell-based qHTS; stimulated with anti-CD3/CD4/CD28 beads; in transgenic mouse T cells; activation, % (series mostly up to about 46 µM); 360,000 tested, 0.065% active; in the data active = activation above about 50%; inconclusive = mostly about 30% to 49%; also: 0% is about no effect
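Using fluorescent plate cytometry, EGFP and DsRed are detected in transgenic mouse T cells stimulated 18 h at 37 degrees C with antibody-coated beads after 60 min compound pretreatment.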
* hit, by the source's call; ? = inconclusive; / = not tested or not shown; [ ] = dose if it differs, or a comment. Unless noted, calls follow the shape of the dose curve; as a rule, active = well fitted curve in the direction sought with a large enough effect; inconclusive = small, poorly fitted or top-dose-only effect, or another doubt; inactive = no such curve, though single readings can be large; an effect the other way counts as inactive or inconclusive.

#	Compound	aSyn yeast inh	FUS yeast rescue	WRN helicase inh	PLK1 PBD inh	EPAC1 ag	EPAC1 antagonist	Abeta yeast res	PI5P4Ka inh	IL2 activator
1	COc1ccc(C(C)=O)cc1CSc1ncccn1	-3%	24%	-3%	-4%	3%	-29%	5%	3	-1.2
2	C#CCNC(=O)C1=C[C@H](c2coc3ccccc3c2=O)C[C@H](OCc2ccc(CO)cc2)O1	?	16%	-2%	-3%	9%	7%	1%	11	-0.2
3	O=C(COC(=O)c1cnc(Cl)c(Cl)c1)NC1CCCCCC1	-1%	-13%	9%	3%	1%	-6%	-8%	2	0.4
4	CC(=O)OC(C(=O)NC1CCCCC1)c1ccccc1Cl (stereo not drawn)	-1%	-26%	1%	2%	-4%	-10%	4%	0	1.5
5	Cc1cc(OC(C)C(=O)Nc2ccc(S(=O)(=O)Nc3onc(C)c3C)cc2)cc(C)c1Cl (stereo not drawn)	-2%	/	?	-25%	-5%	-16%	-1%	3	1.4
6	COc1ccc(Cl)cc1Cn1c(C)c(C(=O)NCc2cccc(Cl)c2)sc1=O	11%	43%	2%[57.1 µM]	-7%	29%	?	-3%	-2	0.2
7	COc1ccc(S(=O)(=O)N2CCN(Cc3cccs3)CC2)cc1OC	4%	10%	-7%	-3%	-10%	-5%	0%	-3	0.1
8	Cc1nc(Nc2cccc(O)c2)c2oc3ccccc3c2n1	0%	-13%	-10%	-17%	-6%	6%	-16%	-2	1.3
9	CN1CCN(c2ccc(CNC(=O)c3ccco3)cc2)CC1	-8%	-2%	-6%	-10%	-2%	-10%	-7%	0	-0.5
10	Cc1cc(C)c(NC(=O)C2CSCCS2)c(C)c1 (stereo not drawn)	-15%	22%	1%	-5%	-4%	16%	16%	/	-2.9
11	CN1CCN(Cc2ccc(-c3ccc(Cl)cc3)o2)CC1	1%	24%	-10%	-11%	-1%	11%	-17%	/	-1.3
12	O=C(NC(Cc1ccccc1)C(=O)O)/C(=C/c1ccc(Cl)cc1)NC(=O)c1ccco1 (stereo not drawn)	-3%	25%	-7%	-14%	8%	1%	-3%	5	1.0
13	Cc1cccc(C)c1NC(=O)CN(C)C(=O)C1CCCCC1	-3%	-30%	0%	-4%	1%	9%	5%	-1	1.8
14	COc1ccc(C(=O)NCC(=O)N/N=C/C(C)=C/c2ccccc2)cc1OC	3%	/	2%	-3%	0%	7%	6%	8	-1.4
15	O=C(NNc1c(Cl)cccc1Cl)c1cccs1	6%	4%	-7%	-10%	2%	-4%	3%	6	-0.3
16	Cc1ccc(N/N=C(\C#N)C(N)=S)cc1C	-11%	-6%	7%	-19%	8%	3%	-33%	-51*	-1.4
17	COc1ccc(Cl)cc1NC(=O)c1cc(S(=O)(=O)N2CCCC2)cn1C	0%	-21%	-14%	-18%	-12%	-12%	9%	11	-3.5
18	Cc1cccc(NC(=O)COC(=O)c2cccs2)c1C	0%	5%	6%	-2%	8%	2%	8%	0	0.9
19	NS(=O)(=O)c1ccc(CNC(=O)c2ccccn2)cc1	-4%	5%	3%	-9%	-13%	-15%	-11%	3	-0.2
20	CC(C)NC(=O)N(C)C[C@H]1Oc2ccc(NC(=O)Nc3ccc(C(F)(F)F)cc3)cc2C(=O)N([C@H](C)CO)C[C@@H]1C	-1%	26%	0%	-3%	-28%	-23%	0%	0	-0.1
21	CC12CC3CC(C)(C1)CC(CN1CCOCC1)(C3)C2	5%	/	-6%	-1%	-3%	-4%	4%	9	-5.9
22	O=C(CSc1cn(CCNC(=O)c2cccs2)c2ccccc12)NC1CCCCC1	1%	-5%	-1%	-5%	-6%	-4%	4%	-3	-3.3
23	CCOC(=O)C/C(C)=N\Nc1nc(-c2ccccc2)cs1	3%	8%	-12%	?	13%	-7%	-28%	?	3.7
24	CCn1c(CNC(=O)c2ccccc2F)cc2ccccc21	1%	8%	-9%	-3%	2%	-18%	12%	6	0.0
25	Nc1c(/C=C2/C=CC(=O)C(O)=C2)c(=O)nc2sc(CC(=O)N3CCCC3)nn12	2%	24%	40µM*	3%	7%	-18%	2%	-56*	0.0
26	NS(=O)(=O)c1ccc(CCNC(=O)c2cncc(Br)c2)cc1	-18%	-2%	-11%	3µM*	-2%	11%	0%	?	1.1
27	Cc1cc(NC(=O)CSC2=NCCS2)no1	6%	-6%	-1%	-11%	6%	4%	23%	3	-1.9
28	CC(C)c1ccc(C2NC(=S)NC3=C2C(=O)CC(C)(C)C3)cc1 (stereo not drawn)	0%	-12%	1%	-4%	3%	12%	16%	8	-0.8
29	CC(=NCCc1c(C)[nH]c2ccc(C)cc12)C1=C(O)CC(c2ccccc2)CC1=O (stereo not drawn)	12%	41%	6%	1%	-7%	5%	27%	13	-0.9
30	CC(c1nc2ccccc2[nH]1)n1c(=O)c(-c2cccnc2)nc2ccccc21 (stereo not drawn)	-2%	14%	-5%	-6%	9%	-19%	-8%	-3	-0.3

(list continues)
entry	smiles	aSyn yeast inh	FUS yeast rescue	WRN helicase inh	PLK1 PBD inh	EPAC1 ag	EPAC1 antagonist	Abeta yeast res	PI5P4Ka inh	IL2 activator
31	CC(=O)Oc1ccccc1N1C(=O)c2ccc(C(=O)O)cc2C1=O	1%	23%	-15%	4%	-2%	13%	4%	/	-0.2
32	c1ccc(-c2onc3cc4c(cc23)OCCO4)cc1	-1%	-4%	-14%	-9%	16%	-10%	-50%[inhibitor]	-1	0.3
33	Cc1ccc(CNC(=O)c2ccccc2N(C)S(C)(=O)=O)cc1	-1%	-4%	-15%	?	1%	?	-5%	0	0.2
34	C=CCn1c(N)cc(=O)nc1SCC(=O)Nc1cccc2ccccc12	-7%	35%	4%[57.1 µM]	-5%	-8%	-1%	-9%	-6	-0.5
35	COCCN(C(=O)Cn1nnc2ccccc21)C(C(=O)NC1CCCC1)c1ccc(OC)cc1OC (stereo not drawn)	-13%	27%	10%	-2%	-9%	6%	0%	10	-0.4
36	CN(C)S(=O)(=O)N(CC(=O)N1CCC(Cc2ccccc2)CC1)c1ccccc1	0%	32%	9%	-17%	10%	-22%	12%	-6	-0.4
37	CCCC(=O)Oc1ccc(C2NC(=O)c3ccccc3O2)cc1 (stereo not drawn)	2%	-26%	-23%	-7%	3%	9%	20%	-6	0.5
38	COc1ccccc1C(=O)NC1CC2CCC(C1)N2Cc1ccccc1 (stereo not drawn)	0%	-16%	9%	7%	0%	5%	-3%	-5	-0.2

Given with one line to a screen: nine of the compounds above.
[27] Cc1cc(NC(=O)CSC2=NCCS2)no1
[28] CC(C)c1ccc(C2NC(=S)NC3=C2C(=O)CC(C)(C)C3)cc1 (stereo not drawn)
[29] CC(=NCCc1c(C)[nH]c2ccc(C)cc12)C1=C(O)CC(c2ccccc2)CC1=O (stereo not drawn)
[30] CC(c1nc2ccccc2[nH]1)n1c(=O)c(-c2cccnc2)nc2ccccc21 (stereo not drawn)
[31] CC(=O)Oc1ccccc1N1C(=O)c2ccc(C(=O)O)cc2C1=O
[32] c1ccc(-c2onc3cc4c(cc23)OCCO4)cc1
[33] Cc1ccc(CNC(=O)c2ccccc2N(C)S(C)(=O)=O)cc1
[34] C=CCn1c(N)cc(=O)nc1SCC(=O)Nc1cccc2ccccc12
[35] COCCN(C(=O)Cn1nnc2ccccc21)C(C(=O)NC1CCCC1)c1ccc(OC)cc1OC (stereo not drawn)

assay / entry	27	28	29	30	31	32	33	34	35
aSyn yeast inh	6%	0%	12%	-2%	1%	-1%	-1%	-7%	-13%
FUS yeast rescue	-6%	-12%	41%	14%	23%	-4%	-4%	35%	27%
WRN helicase inh	-1%	1%	6%	-5%	-15%	-14%	-15%	4%[57.1 µM]	10%
PLK1 PBD inh	-11%	-4%	1%	-6%	4%	-9%	?	-5%	-2%
EPAC1 ag	6%	3%	-7%	9%	-2%	16%	1%	-8%	-9%
EPAC1 antagonist	4%	12%	5%	-19%	13%	-10%	?	-1%	6%
Abeta yeast res	23%	16%	27%	-8%	4%	-50%[inhibitor]	-5%	-9%	0%
PI5P4Ka inh	3	8	13	-3	/	-1	0	-6	10
IL2 activator	-1.9	-0.8	-0.9	-0.3	-0.2	0.3	0.2	-0.5	-0.4

(cont.)
entry	smiles	aSyn yeast inh	FUS yeast rescue	WRN helicase inh	PLK1 PBD inh	EPAC1 ag	EPAC1 antagonist	Abeta yeast res	PI5P4Ka inh	IL2 activator
39	CC(=O)NCCC(=O)Nc1cccc(S(=O)(=O)N(C)c2ccccc2)c1	0%	-2%	14%	-5%	0%	4%	-6%	2	1.3
40	CS(=O)(=O)c1ccc(Cl)c(NC(=O)C2CCCN(C(=O)c3ccc(Cl)cc3)C2)c1 (stereo not drawn)	-5%	?	9%	-8%	7%	-15%	6%	3	0.0
41	CC(=O)C1=C(c2ccccc2)N(C(C)=O)n2c(C)nnc2S1	0%	15%	2%	-23%	6%	-12%	16%	0	-2.0
42	CCOc1ccc(C(=O)NCC(=O)NNC(=O)C2COc3ccccc3O2)cc1OCC (stereo not drawn)	2%	1%	4%	5%	7%	4%	-3%	0	-0.4
43	COc1ccc(C2CC(c3cccc(OC)c3)n3nc(N)nc3N2)cc1 (stereo not drawn)	1%	0%	-6%	-1%	0%	-14%	2%	0	-3.0
44	CC1(C(=O)Nc2cccc3cccnc23)CCN1Cc1cccc2c1OCO2 (stereo not drawn)	3%	20%	-6%	6%	3%	-10%	-10%	19	-0.6
45	CC(=O)c1ccc(N2CCN(C(=O)c3ccco3)CC2)c(F)c1	-1%	3%	4%	19µM*	5%	5%	7%	-25	2.9
